# Assay outcomes from PubChem.
# Wee1 degr inh: blocks degradation of human Wee1 kinase; P30291; actives 1.2% (n = 220,000); reporter increase, % at 5 µM; HeLa Luc-Wee1K328M stability, luciferase luminescence; 100% = proteasome inhibitor MG132 effect; AID 1321;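 active means activation above the mean of all tested compounds plus 3 SD, set per screening run, cut at about 8.8% in these data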;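 further: cells exposed to compound for 20 h before luminescence read; 0% = DMSO alone and 100% = MG132 at 30 µM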
# Cl transport mod: modulates chloride dependent transport by human KCC2; Q9H2X9; B-score of Tl+ flux slope (higher = more flux/activation; lower = inhibition) at 10 µM; KCC2 cells, thallium flux FluoZin-2 fluorescence; actives 2.2% (n = 190,000); AID 1456;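 active means thallium flux slope and its plate-corrected score both differing from the plate sample mean at a set confidence after two filtering rounds, in either direction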;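 further: slope of fluorescence scaled to starting intensity during 10 to 20 s after thallium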
# FXIIa inh: factor XIIa (human) inhibition; P00748; purified FXIIa, Boc-QGR-AMC fluorogenic substrate, 2 h; inhibition, % at 5 µM; actives 0.3% (n = 220,000); AID 800; in the data active means inhibition above about 40%;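 further: 0% = enzyme with no compound and 100% = blank without enzyme; many of its hits are not listed in these tables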
# KLK5 inh: kallikrein 5 (human) inhibition | inhibition, % at 5 µM | actives 0.59% (n = 210,000) | AID 873 | recombinant hK5, fluorogenic AMC substrate cleavage | Q9Y337;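 active means inhibition of 40% or more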;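 further: 0% = enzyme controls without compound and 100% = no-enzyme blanks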
# Target sequence (Q9Y337 67-293 limits assumed): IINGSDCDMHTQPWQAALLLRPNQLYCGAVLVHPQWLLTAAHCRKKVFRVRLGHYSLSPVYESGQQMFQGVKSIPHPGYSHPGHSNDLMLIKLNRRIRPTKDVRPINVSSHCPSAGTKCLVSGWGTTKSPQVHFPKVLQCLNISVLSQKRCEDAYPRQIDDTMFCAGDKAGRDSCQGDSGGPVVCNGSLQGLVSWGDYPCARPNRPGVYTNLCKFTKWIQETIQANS
# Furin inh: inhibitors of human furin | inhibition, % at 30 µM | P09958 | purified furin, fluorogenic substrate cleavage | actives 0.061% (n = 220,000); in the data active means inhibition above about 25%; further: inactives centre near -15
# Target sequence (P09958 108-714 limits assumed): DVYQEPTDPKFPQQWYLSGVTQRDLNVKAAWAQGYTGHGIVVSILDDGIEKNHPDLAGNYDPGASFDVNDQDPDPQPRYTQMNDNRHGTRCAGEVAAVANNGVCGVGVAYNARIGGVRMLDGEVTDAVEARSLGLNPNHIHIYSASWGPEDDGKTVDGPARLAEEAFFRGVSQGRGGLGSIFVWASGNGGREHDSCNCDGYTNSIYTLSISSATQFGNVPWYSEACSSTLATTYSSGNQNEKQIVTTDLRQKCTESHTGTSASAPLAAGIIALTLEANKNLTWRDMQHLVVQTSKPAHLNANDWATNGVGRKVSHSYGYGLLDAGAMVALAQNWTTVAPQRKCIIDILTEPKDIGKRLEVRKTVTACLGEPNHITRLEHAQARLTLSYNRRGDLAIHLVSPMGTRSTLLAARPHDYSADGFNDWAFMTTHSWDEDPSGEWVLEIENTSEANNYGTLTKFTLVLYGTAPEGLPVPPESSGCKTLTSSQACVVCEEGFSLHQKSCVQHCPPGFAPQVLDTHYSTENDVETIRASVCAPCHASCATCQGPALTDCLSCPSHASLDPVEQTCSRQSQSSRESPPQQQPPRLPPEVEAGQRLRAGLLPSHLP
# PERK inhibitor: inhibitors of human PERK kinase; actives 0.17% (n = 220,000); AID 1416; Q9NZJ5; CHO PERK-DD fusion, SEAP luminescence translation reporter; inhibition, % at 5.6 µM;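 active means inhibition above the mean inhibition of all tested compounds plus 3 SD, set separately per screening campaign, cut at about 2.9% in these data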;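 further: PERK kinase domain activated by AP20187 dimerizer at 100 nM; 0% = DMSO with dimerizer and 100% = rapamycin at 8.4 µM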
# Thrombin inh: blocks human thrombin protease activity; P00734; actives 0.26% (n = 220,000); inhibition, % at 5 µM; alpha-thrombin, Boc-VPR-AMC fluorogenic substrate cleavage;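 active means inhibition at or above 40%; inactive means inhibition below 40%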;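 further: 0% = enzyme with no compound and 100% = wells without enzyme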
#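 Material: human alpha-thrombin protein; Also added: Boc-VPR-AMC substrate, 15 µM final; Timing: enzyme reaction carried out at room temperature; Signal: fluorescence, ex 355 nm, em 460 nm; Measure: % inhibition of thrombin; Controls: enzyme without compound as high, wells lacking enzyme as low.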
# p97 inhibitor: blocks human p97 ATPase activity; actives 0.42% (n = 220,000); P55072; recombinant p97 ATPase, Kinase-Glo ATP luminescence, 3 h; inhibition, % at 8 µM; in the data active means inhibition above about 15%;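 further: 0% = DMSO vehicle and 100% = wells lacking enzyme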
# FXIa inh 1536: blocks human coagulation factor XIa protease activity. P03951. purified FXIa, Boc-Glu-Ala-Arg-AMC fluorogenic substrate. inhibition, % at 5 µM. actives 0.14% (n = 220,000). AID 798;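 active means inhibition of at least 40%; inactive means inhibition below 40%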;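 further: fluorescence of freed AMC excited at 355 nm; 0% = enzyme without compound and 100% = no enzyme blank; many of its hits are not listed in these tables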
# An asterisk follows results filed as active; . = not tested or not shown; [ ] = remark or other dose. The order is random; 4.4% or so of the library scored in one or more.
entry	Wee1 degr inh	Cl transport mod	FXIIa inh	KLK5 inh	Furin inh	PERK inhibitor	Thrombin inh	p97 inhibitor	FXIa inh 1536	compound
1	3	0.18	19	15	-10	1.0	2	-1	5	COc1cccc(N2CCN(C(=S)Nc3cc(C)cc(C)c3)CC2)c1
2	7	-0.013	4	-6	-29[20 µM]	0.7	-2	4	-4	O=C(Cn1cnc2c(nnn2Cc2ccc(Cl)cc2)c1=O)OCc1ccccc1
3	2	-0.026	-3	-12	-15[20 µM]	0.4	37	-1	-15	Cc1nn(C(=O)c2cc3sccc3[nH]2)c(C)c1C
4	-1	.	2	-2	-21	0.5	0	-2	-5	Cc1ccc(-c2nc(CS(=O)CC(=O)NCCN3CCCC3)c(C)o2)cc1 (stereo not drawn)
5	-3	0.4	6	0	-29	0.0	-8	4	-3	COCCNC(=O)C/C(C)=N/NC(=O)C(=O)NC1CCCCC1
6	-2	0.059	1	.	-21	2.4	-8	3	-4	O=C(CCNc1cccc(F)c1)c1cc2ccccc2o1
7	-3	0.44	-17	7	-13	-0.4	-3	4	-1	CCc1ccccc1N=C1SCC(=O)N1C
8	-1	-0.94	21	-8	-13	-0.9	3	3	17	Cc1ccc(C(=O)NCC(=O)OC(C)C(=O)NCCC2=CCCCC2)cc1C (stereo not drawn)
9	-1	0.56	8	3	-9	0.4	-3	-1	3	O=C1C/C(=C\c2c(F)cccc2Cl)N2CCC1CC2
10	-1	0.0053	24	-19	-17[20 µM]	0.0	-4	3	5	CC(C)c1nc(N2CCN(C(=O)c3ccco3)CC2)c2c3c(sc2n1)CCCC3
11	0	.	15	-8	-20[20 µM]	-1.0	-1	2	4	COc1ccc(NC(=O)CN(C2CCCCC2)S(C)(=O)=O)cc1OC
12	-2	0.47	32	-14	-15[20 µM]	0.1	-1	1	13	CCNC(=S)N1CCN(CCN=CC2=C(O)CC(c3ccco3)CC2=O)CC1 (stereo not drawn)
13	-2	-0.16	8	-18	-29[20 µM]	0.2	-3	3	-9	CC(C)Cc1nnc(NC(=O)CSc2ccccn2)s1
14	.	-1.3	6	0	-29	.	-1	.	-1	C=C1CCN([C@@H](C)C(=O)OCc2cccc(C)c2)S(=O)(=O)c2ccccc21
15	4	-1	6	7	-26[20 µM]	0.2	-2	1	-4	COc1ccccc1N(CC(=O)NCC1CCCO1)C(=O)CCC(=O)Nc1nccs1 (stereo not drawn)
16	-1	-1.8	11	0	3	-0.6	1	1	7	CN(C(=O)CCCN1C(=O)c2cccc3cccc(c23)C1=O)c1ccccc1
17	0	1.3	8	0	-32	0.4	95*	6	-3	CCN(CC)C(=O)Cn1cc(C(=O)C(=O)NCCCn2ccnc2)c2ccccc21
18	0	.	20	-8	0	-0.4	3	4	4	CCCOc1ccc(C(=O)c2nc3c(n2O)CCCC3)cc1
19	-1	-1.4	-1	-12	-17	1.5	-4	2	-5	O=C1CN(c2nc(-c3cccnc3)nc3sc4c(c23)CCCC4)CCN1
20	0	0.83	0	-3	-11	-0.2	-4	-5	-3	Cc1ccc(CNC(=O)COC(=O)c2ccc(S(=O)(=O)N(C)C)cc2)cc1
21	1	-1.1	-14	0	-13[20 µM]	0.0	-11	6	-5	O=C(Nc1ccccc1)c1nnn(Cc2ccccc2)c1NC(=O)C(F)(F)F
22	-1	-1.3	3	-2	9	-0.4	-7	-4	-6	CC1(C)CC(N2CCN(C(c3ccccc3)c3ccccc3)CC2)=CC(=[N+]2CCCCC2)C1
23	-2	-0.62	5	8	-5	-0.4	-8	3	-1	Cc1cc(SCn2nnc3ccccc3c2=O)nc2ccccc12
24	-1	0.05	9	2	-31	0.6	0	1	3	CCN(CC)S(=O)(=O)c1cccc(NC(=O)COC(=O)CCC(=O)c2cccs2)c1
25	-1	1.9	6	-7	-18	-0.5	-5	-4	7	COc1ccc(/C(O)=C2/C(=O)C(=O)N(CCCN(C)C)C2c2ccc(C)o2)cc1Cl (stereo not drawn)
26	2	0.33	6	-2	-16	0.0	-3	7	0	CN(Cc1ccc(Cl)s1)C(=O)CCl
27	0	0.43	1	-13	-27	0.3	1	2	-5	Cc1cc(C)nc(NS(=O)(=O)c2ccc(NC(=O)CN3C(=O)C4CC=CCC4C3=O)cc2)n1 (stereo not drawn)
28	-3	0.72	-2	4	-18	0.6	-5	3	4	Cc1ccc(NC(=O)C(OC(=O)c2ccc(NC(N)=O)cc2)c2ccccc2)cc1Cl (stereo not drawn)
29	-3	0.64	-11	3	-18	-0.2	-1	-2	-11	CCOc1ccc(N(Cc2cc3cc(OC)ccc3[nH]c2=O)S(C)(=O)=O)cc1
30	3	0.66	12	6	-27	-1.0	-3	0	0	O=[N+]([O-])c1cccc(CSc2nnc3ccccn23)c1
31	-2	-1.2	10	12	6	-0.1	-3	3	8	CC1(CC(=O)N/N=C/c2ccc(-c3cccc(C(F)(F)F)c3)o2)OCCO1
32	2	0.11	4	-25	5	0.1	-5	-2	-6	Cc1ccc(/C=N/NC(=O)c2cccc(S(=O)(=O)Nc3ccccc3Cl)c2)o1
33	-3	-1.2	3	-3	-15	1.4	1	5	-3	Cc1c(N=C2NN=C(c3ccc(Cl)cc3)CS2)c(=O)n(-c2ccccc2)n1C
34	-1	.	11	-18	-23	1.4	-2	6	3	Cc1cccc(C2=N/C(=C\c3cccnc3)C(=O)O2)c1
35	-2	1	13	3	12[20 µM]	-0.1	-2	7	1	Cc1ccc(S(=O)(=O)N2CCOCC2)cc1C(=O)Nc1ccccn1
36	4	0.42	3	-8	-7	1.1	-15	1	-3	O=C(COC(=O)/C=C/c1ccc(Cl)cc1)Nc1ccccc1-c1ccccc1
37	-2	-0.064	8	-2	-20	-0.1	0	2	0	O=C(NC1=NCCS1)C12CC3CC(CC(C3)C1)C2
38	-4	-0.81	4	-11	-6	0.7	-4	3	2	N#C/C(=C\c1cccs1)C(=O)NCc1cccnc1
39	2	-0.39	9	-12	-24[20 µM]	0.8	-9	1	4	CCCC(=O)NCc1nc2ccccc2n1C
40	-3	0.035	0	-2	3	0.7	-9	1	-1	O=C(O)CC(CC(=O)Nc1ccc(F)c(Cl)c1)c1ccc(Cl)cc1Cl (stereo not drawn)
41	-2	-0.79	11	3	-24	1.9	1	6	1	CCS(=O)(=O)N1CCC(NC(=O)C2CCCCC2)CC1
42	-3	.	11	-40	-5	-0.9	2	4	-3	COc1cccc(NC(=O)c2oc3ccccc3c2NC(=O)C(C)(C)C)c1
43	-2	.	19	-12	-3	-1.4	2	-6	5	CN1CCN(c2ccc([N+](=O)[O-])c(-n3nc(-c4ccccc4)c4ccccc4c3=O)c2)CC1
44	-3	1.5	5	1	-5	1.2	-1	11	-2	CC1=CC(=C2C=CC(=O)C=C2)C=C(C)N1C
45	-5	0.21	12	1	-35	0.7	-5	4	-3	CC(=O)COC(=O)C1CC(=O)N(c2ccc(C)c(C)c2)C1 (stereo not drawn)
46	2	1.8	8	-1	-31	1.2	-6	-2	-3	CCNC(=O)Nc1ccccc1C(=O)OC
47	2	-1.8	0	0	-16[20 µM]	0.4	-7	-5	-6	COc1ccc(NS(=O)(=O)c2c(C)[nH]c(=O)[nH]c2=O)c(OC)c1
48	5	-0.86	9	2	-23	-0.5	-6	4	4	COc1cccc(C(=O)COc2cccc(NC(=O)c3ccco3)c2)c1
49	-1	47*	14	-1	-12	0.8	1	5	0	CCCCOC(=S)NC(=O)c1sc2ccccc2c1Cl
50	-1	-1.3	20	-3	-11	0.3	-2	2	0	O=C(Cn1nnc(-c2ccccc2NC(=O)C2CC2)n1)NC1CCCCC1

# Later entries:
entry	Wee1 degr inh	Cl transport mod	FXIIa inh	KLK5 inh	Furin inh	PERK inhibitor	Thrombin inh	p97 inhibitor	FXIa inh 1536	compound
51	-2	0.49	5	-27	-10	0.5	-8	6	0	COCC(C)n1c(C)cc(C(=O)COC(=O)CNC(=O)c2ccccc2)c1C (stereo not drawn)
52	1	.	3	-1	-18[20 µM]	1.7	-3	4	6	CCOC(=O)c1ccc(NC(=O)c2ccc(NS(C)(=O)=O)cc2)cc1
53	-2	1.5	10	-2	-19	0.7	0	-1	-2	Cc1cccc(C(=O)N2CCN(c3ccc(N4CCOCC4)nn3)CC2)c1
54	1	0.57	7	4	-18	0.5	0	0	-4	COc1ccc(OCC#CCn2ccnc2)cc1
55	8.9*	0.079	-8	-29	-27	0.2	-5	6	-5	Cc1ccn2cc(C(=O)Nc3nnc(C)s3)nc2c1
56	-2	-0.073	1	-4	-4[20 µM]	-0.8	-3	-8	-5	CC(C)Oc1cccc(-c2nnc(SCC(=O)Nc3ccc4c(c3)OCCO4)n2N)c1
57	0	0.52	11	0	-24	0.2	4	3	9	O=S(=O)(/N=C(/c1ccccc1)N1CCCCC1)c1ccccc1
58	2	.	0	0	-12	0.5	-5	14	-3	CCOC(=O)CC(=O)CSc1nnc(Cn2c(=O)sc3ccccc32)n1C
59	2	0.12	22	0	-15	-0.5	-9	5	19	Cc1ccc2nc(C)c(C(=O)N/N=C/c3cccs3)n2c1
60	-2	0.39	5	-3	-17	0.9	0	2	-1	CC(=O)c1c(C)oc2c1cc(O)c1ccccc12
61	-2	0.32	21	4	-14	1.7	6	0	5	COCCCNC(=O)c1cn(C)c(=O)c2cc(OC)c(OC)cc12
62	-2	1.2	12	-5	-18	-0.3	9	5	2	Cc1nc2ccccn2c1C(=O)N/N=C/c1ccc([N+](=O)[O-])o1
63	-3	-0.24	11	-5	-28	1.2	2	4	0	O=S(=O)(c1cccs1)n1cnc2ccccc21
64	-3	-1.5	3	-7	-18	1.8	-1	7	-4	CCOC(=O)C1=C(O)C(=O)N(c2ccccc2)C1c1cccc([N+](=O)[O-])c1 (stereo not drawn)
65	.	0.97	12	4	-28	.	5	.	5	C[C@@]12CCC=C[C@H]1[C@H](c1ccc3ccccc3c1/C=C/c1ccccc1)N(Cc1ccccc1)C2=O
66	4	1.1	-2	1	-8[20 µM]	0.3	-4	-6	-9	N/C(CN1CCCC1=O)=N\OC(=O)c1ccccc1Cl
67	-3	0.32	5	-19	-21	0.0	-3	-3	5	O=C(Nc1cccc(C(F)(F)F)c1)C(Sc1cccc[n+]1[O-])c1ccccc1 (stereo not drawn)
68	5	0.64	8	-6	-5	0.8	-4	4	23	O=C(/C=C/c1cnc2ccccc2n1)NC12CC3CC(CC(C3)C1)C2
69	1	-0.28	4	1	-8	-0.6	1	-2	-7	S=C(Nc1ccccc1Cl)N(CCCN1CCOCC1)Cc1ccccn1
70	-4	.	-3	-3	-11	0.6	-10	3	2	Cc1ccc(S(=O)(=O)N2CCN(S(=O)(=O)c3ccc4c(c3)OCCO4)CC2)cc1
71	3	-0.63	2	2	-15	0.3	2	0	5	CC(=O)c1c(C)[nH]c(C(=O)OCC(=O)Nc2ccc(Cl)cc2[N+](=O)[O-])c1C
72	-1	0.14	13	-21	-71[20 µM]	-0.4	2	2	-6	COc1ccc(-c2ncccc2O)cc1
73	-1	0.87	6	-16	-17	-0.1	-2	5	4	Cc1cc(C)nc(Sc2nc(Nc3ccccc3)nc(Sc3nc(C)cc(C)n3)n2)n1
